All columns: NCI-60 one-dose screen, growth in % after 48 h at 10 µM unless noted; 100 = growth as untreated, 0 = no growth, -100 = all killed.
NCI-H522 = NCI-H522 lung cancer | actives 8% (n = 78,000)
TK-10 = TK-10 renal cancer cells. actives 3.9% (n = 81,000). AID 1794769
CAKI-1 = CAKI-1 renal cancer. actives 4.7% (n = 75,000)
NCI-H460 = NCI-H460 lung cancer; actives 6.8% (n = 82,000)
RXF 393 = RXF 393 renal cancer cells. actives 6.9% (n = 77,000). AID 1794773
NCI-H322M = NCI-H322M lung cancer. actives 2.7% (n = 80,000). AID 1794733
786-0 = 786-0 renal cancer cells | actives 5.1% (n = 81,000)
ACHN = ACHN renal cancer. actives 4.9% (n = 81,000). AID 1794771
UO-31 = UO-31 renal cancer; actives 5.2% (n = 81,000)
Starred values were filed as active, the others as inactive; . = not tested or not shown; & = joins results of further samples; [ ] = remark or other dose. Rule for the calls: active = growth percent below 10; inactive = the rest.

SMILES	NCI-H522	TK-10	CAKI-1	NCI-H460	RXF 393	NCI-H322M	786-0	ACHN	UO-31
COC(=O)c1cc(C(=O)CBr)n2c1ccc1c3ccccc3ccc12	59	84	54	39	67	83	52	17	24
C[C@H]1[C@H](C)CC[C@]2(C(=O)O)CC[C@]3(C)C(=CC[C@@H]4[C@@]5(C)C[C@@H](Cc6cn([C@@H]7O[C@H](CO)[C@@H](O)[C@H](O)[C@H]7O)nn6)[C@H](O)C(C)(C)[C@@H]5CC[C@]43C)[C@H]12	103	89	97	107	118	102	95	99	92
CNC(=O)c1cc(-c2ccc(NC(=O)Nc3ccc(N4CCOCC4)c(C(F)(F)F)c3)cc2)nc2cccnc12	65	156	64	24	-16*	72	26	51	43
O=c1oc2ccccc2cc1-c1csc(N=Nc2c(O)n(Cc3ccccc3)c3ccc(Br)cc23)n1	102	127	107	114	.	109	106	113	94
Cc1cccc(NC(=O)[C@@H]2c3ccccc3C(=O)N(c3ccc(F)cc3)[C@H]2c2ccc(F)cc2)n1	73	86	64	85	.	90	68	74	59
COc1cc2oc(-c3ccc(NC(=O)c4ccc(Br)cc4)cc3)cc(=O)c2c(OC)c1OC	78	99	96	109	139	102	99	104	91
O=C(Cn1c(=O)ccn(CCCCCCCCOc2ccc(Br)cc2)c1=O)Nc1ccc(Oc2ccccc2)cc1	32	52	.	53	77	70	65	52	37
CCOc1nc(-c2ccccc2)cc2c(O)c(C(=O)N/N=C/c3ccc(O)cc3O)[nH]c(=O)c12	11	52	8.6*	62	-35*	42	14	10.0*	-13*
CC(C)(C)N1COCC(COc2ccc(Cl)cc2)OC1 (stereo not drawn)	102	98	88	106	100	104	98	104	.
O=C(CSc1nc2sc3c(c2c(=O)n1-c1ccc(Cl)cc1)CCCC3)Nc1nc(-c2cccc(Br)c2)cs1	70	113	49	95	100	88	92	91	75
COc1cccc(-c2nc3sccn3c2-c2ccnc(NCCNS(=O)(=O)c3ccc(C(F)(F)F)cc3)c2)c1	56	49	35	36	34	72	52	-60*	-24*
C=CCC(NC(=O)Cc1ccccc1)C(=O)OCC (stereo not drawn)	92	98	91	105	114	98	106	102	88
Cc1c2c(cn1C)CCc1cn(C)nc1-2	93	116	87	102	123	119	106	95	86
O=C1OCC2=C1C(c1ccccc1)c1cc3c(cc1N2CCO)OCCO3 (stereo not drawn)	-47*	63	51	5.4*	11	49	21	37	68
Cn1c(=O)[nH]c2nc(SCC(=O)Nc3ccc(C(=O)/C=C/c4ccc(Br)cc4)cc3)[nH]c2c1=O	91	87	92	98	.	95	99	100	86
Cc1cc(=O)c(O)c(C)o1	99	96	121	111	109	106	93	110	89
CC(C)c1cc(C(C)C)c(S(=O)(=O)Cl)c(C(C)C)c1	69	96	109	107	126	113	101	108	91
COc1ccc2oc(=O)cc(/C=C3/C(=O)NC(=S)NC3C)c2c1 (stereo not drawn)	73	142	.	97	95	90	94	96	62
COc1ccc2c(c1)C(=O)c1c-2c(=O)n(CCCCCCC(=O)NO)c2ccccc12	4.8*	-9.1*	-55*	3.2*	-61*	-3.3*	-3.1*	-58*	-34*
Nc1c2c(=O)[nH]c(O)cc2nn1-c1ccccc1	91	112	94	115	111	105	105	88	83
CCOC(=O)CSc1nc2sc3c(c2c(=O)n1-c1ccccc1)CCC(C)C3 (stereo not drawn)	91	109	87	95	103	99	115	106	84
Cc1ccnc2c(OCc3ccccc3)cccc12	105	102	86	86	95	76	96	89	64
CC(C)(C)CC(C)(C)Nc1c(-c2c(O)c3ccccc3oc2=O)nc2sc3ccccc3n12	33	32	23	17	66	43	36	34	16
COc1cc(C2=NN(C(C)=O)C(c3sc(Cl)nc3Cl)C2)cc(OC)c1OC (stereo not drawn)	72	116	87	113	92	77	89	96	67
CSc1nc(N)nc2c1ncn2C1OC(CO)CC1O (stereo not drawn)	116	106	99	122	119	105	102	101	82
NC(=O)c1cn[nH]c1N	112	102	76	110	.	81	99	110	103
O=C(NC(=S)NNC(=S)NNc1ccccc1)c1ccccc1	.	.	56	13	63	68	68	71	54
c1ccc(-c2nnc3ccccc3n2)cc1	99	171	95	79	.	105	111	82	89
O=C1NC(=O)C(Cn2cnc3ccccc32)N1 (stereo not drawn)	96	100	101	101	114	99	99	100	93
Cc1cc(=O)oc2cc(OCCCOc3ccc(/C=C/C(=O)Nc4ccccc4)cc3)ccc12	70	98	52	52	54	88	24	36	75
O=C(CCNCc1ccccc1)c1ccccc1	101	113	100	110	116	110	108	107	96
CCOC(=O)c1c(NC(=O)CSc2nnc(C(C)c3ccc(CC(C)C)cc3)n2-c2ccccc2)sc(C)c1C (stereo not drawn)	48	69	74	72	73	89	67	78	47
CCCCOc1nc2ccc(OC)cc2cc1C(c1cn(CCCC)c2ccc(F)cc12)c1cn(CCCC)c2ccc(F)cc12	95	109	93	106	.	111	104	108	96
Cc1ccc(S(=O)(=O)N2C/C(=C\c3c(Cl)cccc3Cl)C(=O)/C(=C/c3c(Cl)cccc3Cl)C2)cc1	89	115	62	83	101	93	93	84	73
CCN(CC)CCOc1ccc2c(c1)O/C(=C\c1ccccc1OC)C2=O	104	106	95	101	78	97	100	103	82
COc1ccc(OC)c(NC2=C(SCCc3ccccc3)C(=O)c3ccccc3C2=O)c1	73	110	64	92	.	90	100	77	62
CCOC(=O)CSc1nnc(N)s1	100	101	106	103	100	98	107	107	89
Cc1cc(C)nc(SC2=C(Nc3cc(Cl)ccc3O)C(=O)N(Cc3ccccc3)C2=O)n1	59[30 µM]	24[30 µM]	100[30 µM]	97[30 µM]	59[30 µM]	-32*[30 µM]	83[30 µM]	89[30 µM]	82[30 µM]
Cc1nc2c(c(=O)[nH]1)C(c1ccccc1)c1ccc3ccccc3c1O2 (stereo not drawn)	-31*	74	30	21	28	59	25	40	39
CC1COc2c(N3CCN(C)CC3)c(F)cc3c(=O)c(C(=O)NNC(=S)Nc4cccc(C(F)(F)F)c4)cn1c23 (stereo not drawn)	92	91	.	112	.	97	95	99	86
CCCn1c(=O)[nH]c2c(c1=O)C(c1ccc(Cl)cc1)c1c([nH]c(=O)n(CCC)c1=O)N2	87	92	98	109	109	95	102	101	86
N#Cc1c(-c2ccc(Cl)cc2)nc(SCC(=O)c2ccc(Cl)cc2)[nH]c1=O	88	102	82	98	96	94	104	95	77
CC1(C)CC[C@]2(C(=O)O)CC[C@]3(C)C(=CC[C@@H]4[C@@]5(C)CC[C@H](OC(=O)c6cccnc6)C(C)(C)[C@@H]5CC[C@]43C)[C@@H]2C1	99	97	100	91	107	92	100	89	104
O=[N+]([O-])c1ccc(N2CCCCC2)nc1	97	113	101	112	118	105	103	112	96
COc1ccccc1NCS(=O)(=O)O	83	99	88	104	118	123	94	95	81
CCN1C/C(=N\S(=O)(=O)NC2CCCCC2)N(CC)C1=O	91	102	.	113	.	100	99	101	92
Oc1ccc(N=Cc2c(O)ccc3ccccc23)cc1	82	121	51	88	81	88	96	75	62
O=C1C=CC(=O)N1c1ccc([N+](=O)[O-])cc1	66&75	111&99	94&96	113&116	113&125	128&108	109&108	112&92	95&90

Complete entries as entered above. Order of screens: NCI-H522 | TK-10 | CAKI-1 | NCI-H460 | RXF 393 | NCI-H322M | 786-0 | ACHN | UO-31
Cc1cc(C)nc(SC2=C(Nc3cc(Cl)ccc3O)C(=O)N(Cc3ccccc3)C2=O)n1 is listed with 59[30 µM] | 24[30 µM] | 100[30 µM] | 97[30 µM] | 59[30 µM] | -32*[30 µM] | 83[30 µM] | 89[30 µM] | 82[30 µM]
CCCn1c(=O)[nH]c2c(c1=O)C(c1ccc(Cl)cc1)c1c([nH]c(=O)n(CCC)c1=O)N2 is listed with 87 | 92 | 98 | 109 | 109 | 95 | 102 | 101 | 86
COc1ccccc1NCS(=O)(=O)O is listed with 83 | 99 | 88 | 104 | 118 | 123 | 94 | 95 | 81

Back to the main list; the five compounds before the break are reprinted first.
SMILES	NCI-H522	TK-10	CAKI-1	NCI-H460	RXF 393	NCI-H322M	786-0	ACHN	UO-31
O=[N+]([O-])c1ccc(N2CCCCC2)nc1	97	113	101	112	118	105	103	112	96
COc1ccccc1NCS(=O)(=O)O	83	99	88	104	118	123	94	95	81
CCN1C/C(=N\S(=O)(=O)NC2CCCCC2)N(CC)C1=O	91	102	.	113	.	100	99	101	92
Oc1ccc(N=Cc2c(O)ccc3ccccc23)cc1	82	121	51	88	81	88	96	75	62
O=C1C=CC(=O)N1c1ccc([N+](=O)[O-])cc1	66&75	111&99	94&96	113&116	113&125	128&108	109&108	112&92	95&90
N#C/C(=C\c1ccc2ccccc2c1)C(=O)Nc1sc2c(c1C#N)CCC2	97	108	88	104	107	113	100	104	78
Cc1ccc([N+]2=NOC(=O)C2CN2CCN(c3cccc(Cl)c3)CC2)cc1 (stereo not drawn)	.	120	86	89	.	107	101	88	62
CN(C)c1ccc(/C=C/C(=O)c2ccccc2)cc1	60	75	97	105	94	98	89	109	68
C/C(=C\C(=O)Nc1ncn[nH]1)Nc1ncn[nH]1	.	82	105	105	106	101	98	107	88
C/C(=C(\c1ccc(OCCN2CCCCCC2)cc1)c1ccc(OC(=O)Cc2ccccc2)cc1)c1ccc(Cl)cc1	39	69	49	-60*	21	73	-42*	62	44
Cn1cc(-c2csc(-c3cn(C)c4ncccc34)n2)c2cccnc21	87	92	83	98	98	106	83	100	92
CCOC(=O)CC1=Nc2ccccc2SC1	88	129	89	98	106	109	104	96	80
O=C(N[C@H]1C(O)[C@H](O)C(CO)O[C@H]1O)NS(=O)(=O)c1ccccc1Cl (stereo partly drawn)	106	106	95	114	106	96	100	99	85
COC(=O)CC(O)CC(=O)OC	.	109	103	104	91	97	106	103	97
CCOP(=O)(OCC)O[C@H]1CCC(=O)[C@@H]2[C@H]1[C@H]1C[C@@H]3[C@@]4(C)CCCC(C)(C(=O)OC)[C@@H]4CC[C@@]23C=C1C(C)C (stereo partly drawn)	32	83	63	66	.	102	63	65	53
COC(=O)c1cc[n+]([O-])cc1	108	114	97	106	125	131	108	108	100
CC(=C(c1ccc(OCCN2CCOCC2)cc1)c1ccc(OCCN2CCOCC2)cc1)c1ccc(Cl)cc1	92	100	82	96	76	101	59	100	58
CCOc1ccc(C(C)(C)C)cc1-c1ccccc1	82	92	98	104	100	97	102	107	87
Nc1ccc([N+](=O)[O-])cn1	90	91	93	123	120	106	106	106	95
CCOC(=O)Cn1c(C)c(/C=N/NC(=O)c2cc3c(ccc4ccccc43)o2)c2ccccc21	-25*	59	47	6.0*	-11*	41	21	28	40
Cc1cccc(-c2nnc(-c3ccc4ccccc4c3)o2)c1	96	105	91	109	.	114	95	98	96
O=S(=O)(c1ccc(NC(=S)NC23CC4CC(CC(C4)C2)C3)cc1)N1CCCCC1	74	111	62	36	115	102	92	94	62
CC(C)CC(=O)C(CCc1ccccn1)C(C)C (stereo not drawn)	95	102	79	107	124	116	105	101	103
O=C(CN1CCN(c2cc(=O)n(-c3ccccc3)c3ccccc23)CC1)N1CCCc2ccccc21	69	89	90	84	80	88	97	91	62
CCCCCCCCCCNC(=O)C(C)O (stereo not drawn)	102	110	92	100	109	104	.	104	81
COC(=O)[C@@]1(C)CC[C@]2(C)CC[C@]3(C)C(=CC[C@@H]4[C@@]5(C)CCC(=O)NC(C)(C)[C@@H]5CC[C@]43C)[C@@H]2C1	91	115	98	102	102	103	110	103	94
Cc1cc(=O)oc2cc(Oc3nc(-c4ccc(Cl)cc4)cn4c(-c5ccc(Cl)cc5)cnc34)ccc12	96	104	90	93	70	96	.	98	86
COc1cccc(Nc2sc(C(=O)c3cc4cc(Cl)ccc4o3)c(N)c2C#N)c1	104	126	85	102	118	103	94	104	86
CCOC(=O)c1cc(C(=O)c2cc(OC)c(OC)c(OC)c2)n2ccc3ccccc3c12	93	101	95	102	102	99	.	100	83
CC(C)(C)[Si](C)(C)OCC1OC(n2cnc3c(=O)[nH]cnc32)CC1O (stereo not drawn)	95	101	95	111	106	113	103	104	92
C=CCNC(=S)Nc1ccccc1	84	100	96	100	104	92	106	102	84
COc1ccc(C(C)=O)c(C)c1OC	100	103	100	109	101	94	97	114	88
COc1ccc(-c2csc(NC(=O)c3ccc(O)c(O)c3)n2)cc1	21	.	48	58	.	83	83	48	36
O=C(O)COc1ccccc1O	92	95	94	110	116	99	95	96	90
COc1ccc(C(=O)CC2c3ccccc3NC(=O)N2Cc2ccccc2)cc1OC (stereo not drawn)	87	97	87	103	114	98	92	99	80
NC(=S)N/N=C/c1ccccc1O	63	110	102	104	109	100	95	108	85
C=CCC(O)c1ccc(OC)c(OC)c1 (stereo not drawn)	68	84	98	110	109	99	97	98	98
N=C(N)c1ccc(-c2ccc(-c3cccs3)o2)o1	94	87	89	101	102	91	90	100	86
O=C(N/N=C\c1ccc([N+](=O)[O-])cc1)c1ccc2nc(-c3ccc(Br)cc3)[nH]c2c1	5.5*	65	35	-44*	11	68	37	34	42
COc1ccc(/C=C\c2cc(OC)c(OC)c(OC)c2)cc1OCC(=O)Nc1nc2ccccc2s1	-22*	4.6*	18	1.3*	21	62	51	17	4.7*
CC(C)(C)c1ccc(/C=C/C(=O)Nc2ccc(O)cc2)cc1	26	103	62	47	91	78	69	61	32
Cc1ccc2nc(N=C(N)N)[nH]c2c1	108	113	103	107	113	125	120	97	103

From PubChem
